Assay outcomes: PubChem BioAssay, several laboratories
Mcl-1 Bim block: human Bim-Mcl-1 interaction inhibition; Q07820; 0.1% of 190,000 active; Bead-based flow cytometry, Bim peptide-Mcl-1 binding; inhibition, % at 10 µM;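 note: 0% = no compound tracer wells and 100% = peptide blocker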
Target sequence (Q07820 whole entry, looked up): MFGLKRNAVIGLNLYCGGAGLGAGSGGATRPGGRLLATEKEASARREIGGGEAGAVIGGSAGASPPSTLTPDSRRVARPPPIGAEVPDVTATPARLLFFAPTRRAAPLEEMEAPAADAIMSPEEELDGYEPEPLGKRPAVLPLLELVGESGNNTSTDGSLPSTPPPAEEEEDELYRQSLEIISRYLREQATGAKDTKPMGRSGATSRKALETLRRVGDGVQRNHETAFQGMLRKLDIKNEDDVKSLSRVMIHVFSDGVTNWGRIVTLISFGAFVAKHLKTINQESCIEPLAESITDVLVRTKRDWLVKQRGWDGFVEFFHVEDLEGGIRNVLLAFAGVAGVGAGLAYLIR
Bcl-XL Bim block: disrupts Bim peptide binding to human Bcl-XL; Q07817; bead flow cytometry, fluorescence; inhibition, % at 10 µM; 0.04% of 190,000 active; AID 1007
Target sequence (Q07817 whole entry, looked up): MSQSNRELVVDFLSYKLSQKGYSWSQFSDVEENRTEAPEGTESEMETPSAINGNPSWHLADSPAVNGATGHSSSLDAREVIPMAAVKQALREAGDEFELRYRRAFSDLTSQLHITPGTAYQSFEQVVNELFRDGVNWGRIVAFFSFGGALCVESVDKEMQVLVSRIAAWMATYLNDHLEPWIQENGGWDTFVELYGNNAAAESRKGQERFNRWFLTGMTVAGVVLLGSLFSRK
RGS4-Gao reg: human RGS4-Galphao interaction regulation. P09471. Multiplexed bead flow cytometry, RGS4-Galphao binding; actives lie on both sides. binding response (% of control), % at 10 µM. 0.33% of 220,000 active; in the data active = binding response below about 49% or above about 150%; inactive = in between;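 note: fluorescent Galphao activated with aluminum fluoride binding bead-coupled RGS4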
Bim-Bcl-W: inhibitors of Bim-Bcl-W interaction, human; Q92843; bead-based flow cytometry, Bim peptide-Bcl-W binding; inhibition, % at 10 µM; 0.02% of 190,000 active;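 note: 0% = bound tracer without compound and 100% = peptide blocker; higher means less fluorescent Bim peptide bound to Bcl-W beads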
Target sequence (Q92843 whole entry, looked up): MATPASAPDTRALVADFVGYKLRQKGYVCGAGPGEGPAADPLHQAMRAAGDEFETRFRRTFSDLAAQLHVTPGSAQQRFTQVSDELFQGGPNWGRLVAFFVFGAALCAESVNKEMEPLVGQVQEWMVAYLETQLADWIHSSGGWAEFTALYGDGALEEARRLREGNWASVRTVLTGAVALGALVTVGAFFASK
GSH fluor: GSH bead compound fluorescence profile; fluorescence (KMESF) at 10 µM; GSH beads flow cytometry, compound fluorescence 488/530 nm; hits give high values; 0.25% of 190,000 active; in the data active = fluorescence above about 89;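 note: glutathione beads carrying GST-tagged Bcl family fusion proteins plus one bare bead set; values are compound well signal with DMSO vehicle wells as background; inactives centre near 16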
RGS8-Gao reg: human RGS8-Galphao interaction regulation. P09471. multiplexed bead flow cytometry, RGS8-Galphao binding; actives lie on both sides. response (percent of control binding), % at 10 µM. 0.34% of 220,000 active; in the data active = response below about 60% or above about 140%; inactive = in between;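 note: Galphao activated as the GDP aluminium fluoride complex binding bead-coupled RGS8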
RGS7-Gao reg: human RGS7-Galphao interaction regulation | P09471 | Multiplexed bead flow cytometry, RGS7-Galphao binding; actives lie on both sides | binding response (% of control), % at 10 µM | 0.35% of 220,000 active | AID 1439; in the data active = binding response below about 49% or above about 150%; inconclusive = no clear call, values can overlap the other calls; inactive = in between;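 note: fluorescent Galphao held in activated GDP-AlF4 state binding bead-coupled RGS7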
Mcl1 Bid PPI: Mcl-1/Bid interaction inhibition | 0.97% of 220,000 active | Q07820 | TR-FRET Mcl-1/Bid-Dy647 peptide binding, 1536-well | inhibition, % at 21.7 µM | AID 1021;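 active = compounds that cut the binding signal by more than half at the single screening dose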;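 note: His-tagged Mcl-1 with europium anti-His antibody binding Bid BH3 peptide; 0% = Mcl-1 plus peptide wells and 100% = peptide-only wells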
Bcl-2 Bim block: inhibitors of Bim-Bcl-2 interaction, human; P10415; Bead-based flow cytometry, Bim peptide-Bcl-2 binding; inhibition, % at 10 µM; 0.06% of 190,000 active; in the data active = inhibition above about 40%; inconclusive = no clear call, values can overlap the other calls;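 note: 0% = no compound wells with probe peptide and 100% = reference peptide inhibitor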
Bfl-1 Bim block: inhibitors of Bim-Bfl-1 interaction, human; Q16548; Bead-based flow cytometry, Bim-Bfl-1 binding inhibition; inhibition, % at 10 µM; 0.12% of 190,000 active;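 note: 0% = wells without compound plus tracer and 100% = blocker peptide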
Bim-Bcl-B: disrupts Bim peptide binding to human Bcl-B | Q9HD36 | bead-based flow cytometry | inhibition, % at 10 µM | 0.073% of 190,000 active | AID 951;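 note: 0% = tracer peptide without compound and 100% = reference inhibitor peptide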
Target sequence (Q9HD36 whole entry, looked up): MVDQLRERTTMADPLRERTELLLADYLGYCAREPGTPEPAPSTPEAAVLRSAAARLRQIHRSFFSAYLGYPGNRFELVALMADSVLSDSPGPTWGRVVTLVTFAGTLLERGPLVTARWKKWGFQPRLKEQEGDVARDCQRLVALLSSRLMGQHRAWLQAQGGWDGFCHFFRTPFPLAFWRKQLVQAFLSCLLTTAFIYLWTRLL
The depositor's hits bear a star; ? = inconclusive; / = no result given. Cut-off read from the data, not from the text of the source, unless noted: active = inhibition above about 40%.

SMILES	Mcl-1 Bim block	Bcl-XL Bim block	RGS4-Gao reg	Bim-Bcl-W	GSH fluor	RGS8-Gao reg	RGS7-Gao reg	Mcl1 Bid PPI	Bcl-2 Bim block	Bfl-1 Bim block	Bim-Bcl-B
c1ccc2c(-n3cccn3)cccc2c1	1	1	98	0	43	100	102	-10	-2	-10	-12
CCOc1ccc2nc(NC(=O)CN3CCC(n4nnc5cc(F)ccc54)CC3)sc2c1	0	1	98	2	29	103	98	-5	0	-1	2
CCOc1c(Cl)cc(CNc2ccc(S(N)(=O)=O)cc2)cc1OC	0	0	85	3	21	85	101	1	1	2	-3
Cn1c(=O)c2c(nc(N3CCCCCC3)n2CC(O)COc2ccccc2)n(C)c1=O (stereo not drawn)	5	0	99	1	20	100	100	-5	-3	-3	1
Cc1ccc(-c2csc(N3N=C(c4ccccc4)/C(=C\c4ccc(N(C)C)cc4)C3=O)n2)cc1	2	0	83	1	28	94	89	-79	0	-3	2
NS(=O)(=O)c1ccc(CNC(=S)Nc2ccc(F)c(Cl)c2)cc1	-5	-6	109	-3	10	104	108	-43	-3	-7	-3
COc1ccc(N/C=C(\C#N)c2ccc(OCCCF)cc2)cc1	-1	0	100	0	44	96	97	-16	-8	-9	-9
Cc1ccc2nc(C)cc(C(=O)N3CCCC(CO)(Cc4ccccc4C)C3)c2c1 (stereo not drawn)	-5	-5	102	-2	10	104	106	16	0	-5	-3
CC1CC(Nc2ccccc2)c2ccccc2N1C(=O)c1cccnc1 (stereo not drawn)	-2	-1	102	-3	16	102	104	-16	-9	6	-7
COc1cccc(N2CCN(c3ncnc4c3[nH]c3ccc(F)cc34)CC2C)c1 (stereo not drawn)	2	-3	103	2	11	101	102	-59	2	0	1
COc1cccc(NS(=O)(=O)c2ccc3[nH]cc(C(=O)NCCN4CCOCC4)c(=O)c3c2)c1	2	0	100	0	32	101	103	/	0	1	0
Cc1cc(C)cc(N2CN=C3SCC(=O)N3C2)c1	0	-4	97	0	14	101	101	-87	3	1	-1

Compounds listed so far that have a carbonyl joined to an NH by a bond outside any ring:
SMILES	Mcl-1 Bim block	Bcl-XL Bim block	RGS4-Gao reg	Bim-Bcl-W	GSH fluor	RGS8-Gao reg	RGS7-Gao reg	Mcl1 Bid PPI	Bcl-2 Bim block	Bfl-1 Bim block	Bim-Bcl-B
CCOc1ccc2nc(NC(=O)CN3CCC(n4nnc5cc(F)ccc54)CC3)sc2c1	0	1	98	2	29	103	98	-5	0	-1	2
COc1cccc(NS(=O)(=O)c2ccc3[nH]cc(C(=O)NCCN4CCOCC4)c(=O)c3c2)c1	2	0	100	0	32	101	103	/	0	1	0

Continuation:
SMILES	Mcl-1 Bim block	Bcl-XL Bim block	RGS4-Gao reg	Bim-Bcl-W	GSH fluor	RGS8-Gao reg	RGS7-Gao reg	Mcl1 Bid PPI	Bcl-2 Bim block	Bfl-1 Bim block	Bim-Bcl-B
CCOc1ccc(NC(=S)Nc2ccc(OC(F)(F)F)cc2)cc1	/	/	98	/	146*	101	98	-33	?	/	/
Oc1ccc(/C=N/NC2=NCCCCC2)cc1	-3	-4	99	-2	29	97	98	1	-10	-12	-12
Cc1cccc(NC2=NC(=S)N(CC#N)C23CCCCC3)c1	-4	-5	99	-4	10	94	102	-20	-2	1	-6
CCN(C(=O)CCc1nc(-c2ccc(OC)cc2)no1)c1cc(OC)ccc1OC	0	-1	89	3	16	92	89	-16	-4	-10	-8
Cc1cc(Nc2cccc(F)c2)n2nc(C)nc2n1	-2	-10	98	-6	15	98	96	5	-9	-7	-7
CC(C)(C)n1ncc2c(=O)n(CC(=O)NC3CCCCC3)cnc21	1	0	98	2	14	101	96	-30	-1	0	0
CCOC(=O)c1ccc(NC(=O)CN2C(=O)CSCC2=O)cc1	0	-4	104	-5	16	104	106	-41	-5	-8	-9
c1coc(-c2cc(C3CCNCC3)[nH]n2)c1	0	-4	99	0	12	103	101	-39	-1	-3	-4
CCOn1c(=O)c(-c2cc3ccccc3o2)[n+]([O-])c2ccccc21	-1	-5	101	-1	27	101	100	12	-8	-13	-10
O=C(NC(=S)N1CCN(Cc2ccc3c(c2)OCO3)CC1)c1cccc(Br)c1	0	0	103	1	6	104	101	-57	5	1	0
O=C(Cn1cc(C(F)(F)F)ccc1=O)Nc1cc(S(=O)(=O)N2CCOCC2)ccc1Cl	-3	-2	102	-3	5	104	96	-19	-2	-3	-3
CC1CN(CC(=O)Nc2cccc(C(=O)Nc3cccc(C(F)(F)F)c3)c2)CC(C)O1 (stereo not drawn)	0	-2	101	1	17	102	100	6	4	0	0
CN(C)C1NC(=O)c2cc(-c3ccccc3)sc2N1 (stereo not drawn)	0	0	104	3	14	104	103	-42	-5	-8	-5
O=C1CN(C(=O)c2cc3ccccc3oc2=O)C(c2ccc(F)cc2)c2cc(F)ccc2N1 (stereo not drawn)	0	-1	/	-2	17	/	/	2	-2	0	-3
COc1ccc(-n2ccnc2SCC(=O)Nc2ccccc2)cc1	0	0	96	0	20	97	97	-26	-1	-3	-5
COc1ccccc1N1CCN(S(=O)(=O)Cc2ccccc2Cl)CC1	6	2	97	-3	24	100	97	-2	-10	-17	-8
CCOCC(=O)Nc1ccc([N+](=O)[O-])cc1C	-3	-6	92	-4	15	96	93	0	0	-5	-8
Cc1ccc(NC(=O)CSCC(=O)N2CCOCC2)cc1	-2	-1	101	0	29	101	102	-3	2	1	-5
CCC(=O)N1CCN(c2nc(-c3ccc(Cl)cc3)cs2)CC1	-1	4	98	5	61	92	98	-24	6	9	8
O=c1[nH][nH]c(-c2ccccc2O)c1C(C[N+](=O)[O-])c1ccccc1 (stereo not drawn)	-2	-5	104	0	5	102	102	-31	0	-1	-3
O=C(COC(=O)c1cc(S(=O)(=O)N2CCCCC2)ccc1N1CCOCC1)NC1CCS(=O)(=O)C1 (stereo not drawn)	0	-1	103	-3	16	101	?	-8	-2	-6	-7
CC1(C)CC(=O)C/C(=N\NC(=O)CCc2ccc(S(=O)(=O)N3CCOCC3)cc2)C1	-4	-3	100	-2	17	100	96	-30	-1	-6	-4
COc1ccc(O)c(/C=N/NC(=O)c2ccc(OCc3cccc(Br)c3)cc2)c1	1	1	96	-3	19	100	96	-28	0	0	0
O=C(CSc1ncnc2c1nnn2Cc1ccccc1F)N1CCN(c2ccccc2)CC1	-5	-3	95	-2	11	97	98	-20	-3	-4	-5

2 entries from above in another layout:
SMILES,Mcl-1 Bim block,Bcl-XL Bim block,RGS4-Gao reg,Bim-Bcl-W,GSH fluor,RGS8-Gao reg,RGS7-Gao reg,Mcl1 Bid PPI,Bcl-2 Bim block,Bfl-1 Bim block,Bim-Bcl-B
O=C(CSc1ncnc2c1nnn2Cc1ccccc1F)N1CCN(c2ccccc2)CC1,-5,-3,95,-2,11,97,98,-20,-3,-4,-5
COc1ccc(-n2ccnc2SCC(=O)Nc2ccccc2)cc1,0,0,96,0,20,97,97,-26,-1,-3,-5

The list goes on:
SMILES	Mcl-1 Bim block	Bcl-XL Bim block	RGS4-Gao reg	Bim-Bcl-W	GSH fluor	RGS8-Gao reg	RGS7-Gao reg	Mcl1 Bid PPI	Bcl-2 Bim block	Bfl-1 Bim block	Bim-Bcl-B
CN(Cc1cccc2cnccc12)C(=O)CCc1nnc(CCc2ccccc2)o1	1	0	100	0	13	102	99	-56	-5	-5	-3
O=Cc1c(Cl)[nH]c(=O)n1-c1ccccc1	0	0	102	0	13	104	102	-49	0	-6	-5
c1ccc(-c2nc(NCc3cccnc3)c3oc4ccccc4c3n2)cc1	-1	-2	103	0	9	101	107	63*	-1	-4	1
CCOC(=O)C(C)Oc1cccc2c(=O)n(CC(=O)NCCc3ccc(OC)c(OC)c3)ccc12 (stereo not drawn)	-2	-2	97	0	17	99	100	3	0	0	-3
CCOC(=O)c1nc(C)n(-c2ccc(Cl)cc2)n1	0	-7	106	-1	39	99	104	-4	-6	-10	-8
CCN(CC)S(=O)(=O)c1cccc(-c2nnc(SCC(=O)NC3CCCC3)n2N)c1	-1	-3	97	2	59	101	97	-9	-1	-6	-2
Cc1nc2ccccc2c(=O)n1N(c1ccccc1)c1ccccc1	-1	-4	110	-3	19	102	?	-5	-6	-8	-12
O=C(Nc1cccnc1)c1c(F)cccc1F	2	-5	114	2	19	109	110	-2	0	-3	-1
CC(=O)Nc1cccc(NC(=O)Nc2ccc(F)cc2F)c1	-2	-1	97	-4	14	98	95	-7	2	4	2
O=C(Nc1ccccc1C(=O)N/N=C/c1ccco1)c1ccccc1Cl	-1	-3	103	-3	11	102	102	-24	0	-3	-4
Cc1cccc(/C=C2\CS/C(=C\c3cccc(C)c3)C2=O)c1	-1	-3	88	4	43	92	90	15	-4	-8	-5
COc1ccc(NC(=O)c2ccc(OC(=S)N(C)c3ccc(OC)cc3)cc2)cc1	-1	-3	100	-3	7	101	107	-20	-3	0	-2
COc1ccc(CCNC(=O)C2CCCN(Cc3nc(-c4cccc(Cl)c4)oc3C)C2)cc1OC (stereo not drawn)	-1	-4	104	-2	15	98	99	-34	2	0	-4
CCOC(=O)c1sc(NC(=O)C(CC)OC(=O)C(CC(C)C)NC(=O)c2ccccc2)nc1C (stereo not drawn)	-3	1	100	0	11	101	99	14	-3	0	0
CCOc1cc(/C=C2/C(=N)N3C=CSC3=NC2=O)ccc1OCCCOc1ccccc1C	0	-4	101	-6	15	99	99	57*	0	-3	0
Cc1cc(C)n(-c2nncc(-c3ccccc3)n2)n1	2	0	105	3	7	105	98	14	1	0	3
O=C(NCc1ccco1)C(c1ccc(F)cc1)N(Cc1cccnc1)C(=O)Cn1nnc2ccccc21 (stereo not drawn)	0	-1	92	2	14	97	95	-18	-4	-9	-5
COC(=O)c1ccccc1N1C(=O)[C@@H]2C(c3ccc(F)cc3)=NO[C@@H]2C1=O	3	0	104	1	23	105	97	5	0	0	4
CCN1C(=O)c2ccccc2S(=O)c2ccc(C(=O)N3CCCC3)cc21 (stereo not drawn)	-1	-5	100	-3	15	105	101	-10	-8	-7	-9
COc1ccc(-c2cn3cccnc3n2)cc1NC(=O)c1cc(OC)c(OC)c(OC)c1	-3	0	105	-5	12	101	101	-10	0	2	3
CSC1=NSC2=NC(=O)/C(=C/c3coc4ccc(O)cc4c3=O)C(=N)N12	6	6	97	9	15	96	92	-52	3	5	3
Cc1ccc(NC(=O)CSc2nnc(C)c(=O)n2N)cc1	-2	-3	103	-2	13	100	99	-7	-5	-11	-4
CC(C)c1[nH]nc2c1C(c1cccc(OC(=O)N3CCOCC3)c1)C(C#N)=C(N)O2 (stereo not drawn)	2	-5	98	-2	5	102	99	-20	-3	-16	-6
COc1ccc(-n2cnnc2SC(C)C(=O)Nc2cccc([N+](=O)[O-])c2)cc1 (stereo not drawn)	-4	-6	98	-2	11	99	99	-8	-4	-7	-9
CCc1ccc(NC(=O)CSc2nc3cc(C(=O)OC)ccc3c(=O)n2CC2CCCO2)cc1 (stereo not drawn)	-5	-11	104	-1	26	107	112	-1	-17	-19	-8
COc1cccc(OC)c1C(=O)OCC(=O)Nc1cccnc1Cl	-3	-3	104	-2	17	100	106	-25	-1	-4	-3
CCCCOc1ccc(-c2nc(SCC(N)=O)n[nH]2)cc1	-2	-5	100	-3	16	101	100	-9	-2	0	-8
O=C(N[C@@H](Cc1c[nH]c2ccccc12)C(=O)O)c1ccccc1Cl	-4	0	107	0	15	104	99	-42	-7	-4	-4
CCN1C(=O)C(Cc2nc3ccccc3c(=O)n2-c2ccccc2)c2ccccc21 (stereo not drawn)	-4	-9	101	-4	12	101	98	-12	-8	-6	-7
CCc1nnc(NC(=O)CSc2ncnc3c2oc2ccccc23)s1	-1	-3	102	1	16	104	105	-68	-7	-6	-5
Cc1ccc(NCc2nnc(SCC(=O)c3ccc4c(c3)OCCO4)o2)c(C)c1	/	/	105	/	36	100	104	-15	?	/	/
